# IAP activation: mouse intestinal phosphatase enzyme activation – biochemical, luminescence, single concentration, confirmation (AID 434970) | purified mouse IAP, CDP-Star luminescence, 30 min; stronger effect = lower value | activity change, negative = activation, % at 10 µM | 11,000 compounds, 2.9% hits; in the data active = activity change below about -85%;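 also: percent relative to enzyme plus DMSO wells and wells without enzyme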
# IAP activation Fold change: second read-out of IAP activation, no call of its own (marks repeat the call); activation factor; measured here: IAP activation factor; stronger effect = higher value;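 fold luminescence change scaled to plate control wells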
# Active calls of the source: *.
SMILES,IAP activation,IAP activation Fold change
CN(C)c1ccc(/C=C2/C(=O)NC(=O)N(Cc3ccco3)C2=O)cc1,48,0.53
O=C(N/N=C1/CN2CCC1CC2)c1cc2ccccc2cc1O,29,0.71
CC/C(=C\C=C\[C@@H]1C=C[C@@H]2CCC[C@H]2[C@@H]1C(=O)c1ccc[nH]1)[C@@H]1O[C@@H]([C@@H](C)C(=O)O)CC[C@@H]1C,6,0.94
CN1C(=O)/C(=C/C=C/c2ccco2)C(=O)NC1=S,62,0.39
CCOC(=O)c1c(-n2c(C)cc(C=C3C(=O)NC(=S)NC3=O)c2C)sc2c1CCCC2,35,0.65
Cc1nn(C)cc1/C=C1/CC2C3CC=C4CC(O)CCC4(C)C3CCC2(C)C1=O (stereo unspecified),8,0.92
O=C1CCCC2=C1C(c1cccnc1)Nc1ccccc1N2 (stereo unspecified),-5,1.1
NC(Cc1cc(O)c(O)cc1O)C(=O)O (stereo unspecified),88,0.12
Cc1cccc(C(=O)NC(Oc2ccccc2)C(Cl)(Cl)Cl)c1 (stereo unspecified),-6,1.1
O=C1C2CCCN2C(c2ccncc2)N1c1ccc(Cl)c(Cl)c1 (stereo unspecified),-1,1
COc1ccccc1CN1CCN(C(=O)COc2ccccc2)CC1,4,0.96
Cc1c(/C=N/O)c2ccccc2n1C,5,0.95
Cc1cc(N2C(=O)C3CCCN3C2c2cccc(Cl)c2)no1 (stereo unspecified),6,0.94
Cc1oc(-c2cccs2)nc1CSCC(=O)N1CCC2(CC1)OCCO2,18,0.82
N#Cc1c(/N=C/c2c(O)n(Cc3ccco3)c(=O)[nH]c2=O)sc2c1CCCC2,72,0.28
CCOP(=O)(OCC)C(NC(=O)c1ccccc1Cl)=C(Cl)Cl,-16,1.2
CCSc1cc(C2C(C#N)=C(N)Oc3n[nH]c(C)c32)c(C)o1 (stereo unspecified),-10,1.1

# In the list so far, 3 contain a thiophene ring, fused or not.
SMILES,IAP activation,IAP activation Fold change
CCOC(=O)c1c(-n2c(C)cc(C=C3C(=O)NC(=S)NC3=O)c2C)sc2c1CCCC2,35,0.65
Cc1oc(-c2cccs2)nc1CSCC(=O)N1CCC2(CC1)OCCO2,18,0.82
N#Cc1c(/N=C/c2c(O)n(Cc3ccco3)c(=O)[nH]c2=O)sc2c1CCCC2,72,0.28

# Four neighbouring compounds already listed, quoted:
SMILES,IAP activation,IAP activation Fold change
CN(C)c1ccc(/C=C2/C(=O)NC(=O)N(Cc3ccco3)C2=O)cc1,48,0.53
O=C(N/N=C1/CN2CCC1CC2)c1cc2ccccc2cc1O,29,0.71
CC/C(=C\C=C\[C@@H]1C=C[C@@H]2CCC[C@H]2[C@@H]1C(=O)c1ccc[nH]1)[C@@H]1O[C@@H]([C@@H](C)C(=O)O)CC[C@@H]1C,6,0.94
CN1C(=O)/C(=C/C=C/c2ccco2)C(=O)NC1=S,62,0.39

# Screening data: PubChem BioAssay, Sanford-Burnham Center for Chemical Genomics

# These rows are one share of the data; count on the stated rates, not on these rows.
